Screens: PubChem BioAssay, several laboratories
TNAP activators: human TNAP enzyme activators, primary screen, biochemical, luminescent, no phosphate acceptor, uHTS (AID 1001). purified TNAP, luminescent activation assay, no phosphate acceptor; higher activation fold means a stronger effect. activation fold at 20 µM; hits with a dose series show EC50 in µM. 200,000 tested, 0.03% active; in the data active = activation fold from about 3, or a potency from the dose series; inactive = the rest, 99 in 100 with activation fold below about 1.6; also: many of its hits are not listed in these tables
XIAP displacement: XIAP antagonists, biochemical, IAP family, fluorescence polarization (AID 1018). 200,000 tested, 0.007% active. XIAP BIR domain, fluorescence polarization peptide displacement; higher % means a stronger effect. one-dose displacement, % at 20 µM; IC50 in µM for titrated hits; in the data active = displacement above about 50%; also: a part of the inactive calls stands beside numbers as strong as those of hits
human PMI inhibition: MPI enzyme activity inhibition – biochemical, fluorescence intensity, coupled assay, primary screen (AID 1209) | purified PMI enzyme, coupled fluorescence intensity; higher % means a stronger effect | inhibition, % at 20 µM, or IC50 in µM where a hit was titrated | 190,000 tested, 0.42% active;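 also: plate controls were DMSO vehicle for no effect and wells lacking substrate for full effect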
M17LAP inhibition: P. falciparum M17LAP inhibitors, primary screen, biochemical, fluorogenic H-Leu-NHMec substrate, 1536-well (AID 1619); recombinant M17LAP, H-Leu-NHMec fluorogenic kinetic assay; higher % means a stronger effect; inhibition, % at 30 µM; hits with a dose series show IC50 in µM; 220,000 tested, 0.38% active;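 active = compound inhibiting the enzyme by more than half at any dose during confirmatory dose-response retesting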;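 also: plate controls were full reaction with DMSO carrier for no effect and no enzyme background for full effect; strong numbers were not always called active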
LYP phosphatase: PTPN22 lymphoid phosphatase activity blockers – biochemical, fluorescence intensity, uHTS (AID 1779); recombinant LYP phosphatase, fluorescence intensity; higher % means a stronger effect; one-dose inhibition, % at 11.5 µM; IC50 in µM for titrated hits; 290,000 tested, 0.054% active;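 also: plate controls were vehicle with enzyme for no effect and no enzyme for full effect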
human PMI inhibitors: MPI inhibition at elevated mannose 6-phosphate – biochemical, fluorescence intensity, high mannose 6-phosphate, primary screen (AID 1220). recombinant PMI enzyme, coupled fluorescence intensity; higher % means a stronger effect. inhibition, % at 20 µM, or IC50 in µM where a hit was titrated. 190,000 tested, 0.66% active
P. falciparum M1AAP: malaria alanyl aminopeptidase activity blockers – biochemical, fluorogenic H-Leu-NHMec substrate, 1536-well (AID 1445) | recombinant M1AAP, H-Leu-NHMec fluorogenic kinetic assay; higher % means a stronger effect | inhibition, % at 30 µM, or IC50 in µM where a hit was titrated | 220,000 tested, 0.42% active;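 active = primary inhibition above the hit cutoff, then over 50% inhibition at one or more dose response concentrations, cut at about 23% in these data, passing the limit was not always enough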;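 also: plate controls were DMSO full reaction for no effect and no enzyme background for full effect; strong numbers were not always called active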
Yfh1-off respiration: enhancers of respiration in Yfh1-depleted yeast, dose response, Friedreich's ataxia, plus single-dose screen (AID 1465); one-dose fold induction at 50 µM; EC50 in µM for titrated hits; 220,000 tested, 0.074% active; S. cerevisiae Yfh1-off respiration, WST-1 reduction, 72 h; higher fold induction means a stronger effect;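 active = fold induction of absorbance versus untreated yeast above a set limit, then at least 30% activation at any dose in follow-up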;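 also: activators that raise dye reduction in frataxin-depleted yeast; strong numbers were not always called active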
WT yeast gro inh: growth inhibition of WT yeast, mitochondrial fusion screen; mitochondrial fusion phenotypic screen, WT strain; inhibition, % at 10 µM; 190,000 tested, 2.1% active; AID 1362; in the data active = inhibition above about 58%; tested in S. cerevisiae
WT yeast gro inh mutant strain: second read-out of WT yeast gro inh, no call of its own (marks repeat the call); inhibition, %; mitochondrial fusion phenotypic screen, mutant strain inhibition
* marks the source's active call; other numbers are inactive results; i = inactive; · = no result given. Rule as the data show it, unless noted: active = inhibition above about 50%; inactive = the rest.

item | Structure | TNAP activators | XIAP displacement | human PMI inhibition | M17LAP inhibition | LYP phosphatase
1 | CC(C)c1ccc(NC(=O)C(c2ccc3c(c2)OCO3)N2CCCCC2)cc1 (stereo not given) | 1.4 | -3.1% | 19% | 4% | -1%
2 | CCC(C)NC(=O)CSc1nc2cc3c(cc2c(=O)n1Cc1ccco1)OCO3 (stereo not given) | 1.1 | -9.8% | 3% | 5% | -8%
3 | CCC(Sc1ncccc1C(=O)OC(C)C)C(=O)NCc1ccco1 (stereo not given) | 1.1 | 0.0% | 8% | 19% | -7%
4 | Oc1ccc(-c2nnc(Nc3ccccc3)c3ccccc23)cc1 | · | · | · | 4% | 0%
5 | COCCNC(=O)C(c1ccccc1C)N(C(=O)Cn1nnc2ccccc21)c1cccnc1 (stereo not given) | 1.1 | -5.5% | 2% | 4% | -6%
6 | COc1ccc(C(=O)NC(=S)Nc2ccc(Cc3ccncc3)cc2)cc1 | 1.1 | -0.1% | 9% | -4% | 0%
7 | CC(C)CCNC(=O)C(C)N(C(=O)Cn1nnc(-c2ccc(F)cc2)n1)C1CCCC1 (stereo not given) | 1.1 | -4.0% | 12% | 2% | 2%
8 | CCC1CCCCN1C(=O)CSc1nnc(-c2cccs2)o1 (stereo not given) | 1.1 | -3.4% | 6% | 12% | -2%
9 | CCCCCCCC1CC(/C(C)=N/NC(N)=O)OC1=O (stereo not given) | 1.1 | 0.4% | -6% | 9% | 0%
10 | O=[N+]([O-])c1c(NCc2ccccc2)cc(N2CCc3ccccc3C2)c2nonc12 | 0.9 | -10% | 14% | 0% | -2%

item | human PMI inhibitors | P. falciparum M1AAP | Yfh1-off respiration | WT yeast gro inh | WT yeast gro inh mutant strain
1 | 10% | 2% | i | 25 | 21
2 | 7% | -2% | i | -7 | -5
3 | -6% | 9% | i | -12 | -1
4 | · | 5% | i | · | ·
5 | 4% | -2% | i | -4 | -3
6 | 6% | 10% | i | 20 | 13
7 | 10% | -3% | i | -5 | -4
8 | 9% | 3% | i | -10 | 2
9 | -14% | 8% | i | 3 | -19
10 | 41% | 2% | i | 12 | -2

(more compounds)
item | Structure | TNAP activators | XIAP displacement | human PMI inhibition | M17LAP inhibition | LYP phosphatase
11 | Cc1cnc(NC2=NCCC2)s1 | 1 | -0.9% | -6% | 3% | -6%
12 | CCc1ccc2c(CN3CCN(S(=O)(=O)c4cccs4)CC3)cc(=O)oc2c1 | 0.9 | -7.7% | 6% | -1% | 10%
13 | CCCCCCn1cc(C(=O)O)c(=O)c2ccccc21 | 1 | -5.9% | 8% | -6% | -4%
14 | COc1ccc([N+](=O)[O-])cc1NC(=O)c1ccc(CN(c2ccc(C)c(C)c2)S(C)(=O)=O)cc1 | 1.1 | -0.3% | 19% | -11% | -5%
15 | Cc1ccc(C(=O)NC2(C(F)(F)F)NC(=O)N(c3ccc(Cl)cc3)C2=O)cc1 (stereo not given) | 1.1 | 1.8% | 6% | 5% | -6%
16 | C/C(=N\OC(=O)c1cccc(C)c1)c1sc(-c2ccccc2)nc1C | 0.9 | -4.1% | -9% | 18% | -7%
17 | CCOc1ccc(NC(=S)Nc2cccc3cnccc23)cc1 | 1 | -7.4% | 65%* | 14% | 6%
18 | COc1ccc(OC)c(/C(C)=N/Nc2ccc(C(=O)O)cc2)c1 | 1 | -5.2% | -52% | 4% | -1%
19 | Cc1nc(NCCCN2CCOCC2)c2oc3ccccc3c2n1 | 1 | -4.4% | -38% | -7% | -5%
20 | NNc1nnc(-c2ccccc2)c(-c2ccccc2)n1 | 1 | 0.0% | -7% | 9% | -5%

item | human PMI inhibitors | P. falciparum M1AAP | Yfh1-off respiration | WT yeast gro inh | WT yeast gro inh mutant strain
11 | -4% | -2% | i | 2 | 10
12 | -3% | 6% | i | 10 | 1
13 | 13% | 1% | i | 3 | 13
14 | 4% | 3% | i | -9 | -16
15 | 3% | 4% | i | 24 | -4
16 | -3% | 3% | i | 0 | 13
17 | · | 1% | i | 58* | 54*
18 | -67% | 6% | i | -12 | -10
19 | -45% | -3% | i | 11 | 4
20 | -15% | 6% | i | 9 | 3

New compounds follow:
item | Structure | TNAP activators | XIAP displacement | human PMI inhibition | M17LAP inhibition | LYP phosphatase
21 | Cc1ccc(-n2cc(C(C)(C)C)[nH]c2=S)cc1 | 1.1 | -1.4% | -1% | 5% | -6%
22 | Oc1ccccc1N=Cc1ccc[nH]1 | 1.3 | -2.8% | 20% | 8% | -7%
23 | O=C(NCc1ccccn1)c1cc(-c2ccccc2)on1 | 1 | -5.0% | 15% | 8% | 2%
24 | COc1ccc(C(=O)OCCCN(C)C)cc1OC | 1.1 | -3.1% | 3% | -18% | -3%

item | human PMI inhibitors | P. falciparum M1AAP | Yfh1-off respiration | WT yeast gro inh | WT yeast gro inh mutant strain
21 | 2% | -2% | i | -24 | -1
22 | 16% | 6% | i | 48 | 33
23 | 14% | 0% | i | -2 | 42
24 | 5% | 5% | i | -9 | -14

Part of the list above, as a markdown table.
| item | structure | TNAP activators | XIAP displacement | human PMI inhibition | M17LAP inhibition | LYP phosphatase | human PMI inhibitors | P. falciparum M1AAP | Yfh1-off respiration | WT yeast gro inh | WT yeast gro inh mutant strain |
| --- | --- | --- | --- | --- | --- | --- | --- | --- | --- | --- | --- |
| 1 | CC(C)c1ccc(NC(=O)C(c2ccc3c(c2)OCO3)N2CCCCC2)cc1 (stereo not given) | 1.4 | -3.1% | 19% | 4% | -1% | 10% | 2% | i | 25 | 21 |
| 2 | CCC(C)NC(=O)CSc1nc2cc3c(cc2c(=O)n1Cc1ccco1)OCO3 (stereo not given) | 1.1 | -9.8% | 3% | 5% | -8% | 7% | -2% | i | -7 | -5 |
| 3 | CCC(Sc1ncccc1C(=O)OC(C)C)C(=O)NCc1ccco1 (stereo not given) | 1.1 | 0.0% | 8% | 19% | -7% | -6% | 9% | i | -12 | -1 |
| 4 | Oc1ccc(-c2nnc(Nc3ccccc3)c3ccccc23)cc1 | · | · | · | 4% | 0% | · | 5% | i | · | · |
| 5 | COCCNC(=O)C(c1ccccc1C)N(C(=O)Cn1nnc2ccccc21)c1cccnc1 (stereo not given) | 1.1 | -5.5% | 2% | 4% | -6% | 4% | -2% | i | -4 | -3 |
| 6 | COc1ccc(C(=O)NC(=S)Nc2ccc(Cc3ccncc3)cc2)cc1 | 1.1 | -0.1% | 9% | -4% | 0% | 6% | 10% | i | 20 | 13 |
| 7 | CC(C)CCNC(=O)C(C)N(C(=O)Cn1nnc(-c2ccc(F)cc2)n1)C1CCCC1 (stereo not given) | 1.1 | -4.0% | 12% | 2% | 2% | 10% | -3% | i | -5 | -4 |
| 8 | CCC1CCCCN1C(=O)CSc1nnc(-c2cccs2)o1 (stereo not given) | 1.1 | -3.4% | 6% | 12% | -2% | 9% | 3% | i | -10 | 2 |
| 9 | CCCCCCCC1CC(/C(C)=N/NC(N)=O)OC1=O (stereo not given) | 1.1 | 0.4% | -6% | 9% | 0% | -14% | 8% | i | 3 | -19 |

Whole records, quoted from the list:
`Oc1ccccc1N=Cc1ccc[nH]1` is entered as TNAP activators = 1.3; XIAP displacement = -2.8%; human PMI inhibition = 20%; M17LAP inhibition = 8%; LYP phosphatase = -7%; human PMI inhibitors = 16%; P. falciparum M1AAP = 6%; Yfh1-off respiration = i; WT yeast gro inh = 48; WT yeast gro inh mutant strain = 33
`O=C(NCc1ccccn1)c1cc(-c2ccccc2)on1` is entered as TNAP activators = 1; XIAP displacement = -5.0%; human PMI inhibition = 15%; M17LAP inhibition = 8%; LYP phosphatase = 2%; human PMI inhibitors = 14%; P. falciparum M1AAP = 0%; Yfh1-off respiration = i; WT yeast gro inh = -2; WT yeast gro inh mutant strain = 42
